Source: PubChem (National Center for Advancing Translational Sciences (NCATS))
Abeta rescue: qHTS for compounds that reverse cellular toxicity of Amyloid beta (A-beta) peptide in yeast: Primary Screen. yeast expressing A-beta42, growth rescue, OD600, 48 h; response scale: 0% DMSO, 100% iron-clioquinol control. Potency, µM (highest dose often 46.1 µM), without a hit: at the top dose growth rescue, usual class: activators. hit rate 0.063% among 410,000; note: potency is the fitted concentration of half-maximal effect; nearly all actives have a fitted effect of over 55% in size
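Growth rescue measured by 600 nm absorbance after 48 h yeast culture at 30 C with compound. Values normalized between DMSO and an equimolar ferric chloride plus clioquinol control.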
EPAC1 antagonist: qHTS for Antagonist of cAMP-regulated guanine nucleotide exchange factor 3 (EPAC1): primary screen; Rap guanine nucleotide exchange factor 3 (Homo sapiens), O95398; AID 720709, 2013; EPAC1 GEF assay, Rap1b-BODIPY-GDP exchange fluorescence; hit rate 0.14% among 360,000; Potency, µM (titrated, usually from 115 µM), without a hit: top-dose activity change, negative = inhibition, actives largely listed as inhibitors;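 note: potency is the fitted concentration of half-maximal effect; plate controls were vehicle for no effect and positive control for full effect; nearly all actives have a fitted effect of over 50% in size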
PLK1 PBD inh: qHTS for Inhibitors of PLK1-PDB (polo-like kinase 1 - polo-box domain): Primary Screen | Plk1 PBD binding of FITC phosphopeptide, fluorescence polarization | Potency, µM, inactives show max response, negative = inhibition, hits mostly inhibitors | hit rate 2.8% among 360,000 | AID 720504, 2013; note: potency is the fitted concentration of half-maximal effect; series mostly up to about 57 µM; % is set by controls: 0 for no effect and ±100 for the full control effect; nearly all actives have a fitted effect of over 65% in size
Target sequence (P53350 whole entry, looked up, the tested form may be a part): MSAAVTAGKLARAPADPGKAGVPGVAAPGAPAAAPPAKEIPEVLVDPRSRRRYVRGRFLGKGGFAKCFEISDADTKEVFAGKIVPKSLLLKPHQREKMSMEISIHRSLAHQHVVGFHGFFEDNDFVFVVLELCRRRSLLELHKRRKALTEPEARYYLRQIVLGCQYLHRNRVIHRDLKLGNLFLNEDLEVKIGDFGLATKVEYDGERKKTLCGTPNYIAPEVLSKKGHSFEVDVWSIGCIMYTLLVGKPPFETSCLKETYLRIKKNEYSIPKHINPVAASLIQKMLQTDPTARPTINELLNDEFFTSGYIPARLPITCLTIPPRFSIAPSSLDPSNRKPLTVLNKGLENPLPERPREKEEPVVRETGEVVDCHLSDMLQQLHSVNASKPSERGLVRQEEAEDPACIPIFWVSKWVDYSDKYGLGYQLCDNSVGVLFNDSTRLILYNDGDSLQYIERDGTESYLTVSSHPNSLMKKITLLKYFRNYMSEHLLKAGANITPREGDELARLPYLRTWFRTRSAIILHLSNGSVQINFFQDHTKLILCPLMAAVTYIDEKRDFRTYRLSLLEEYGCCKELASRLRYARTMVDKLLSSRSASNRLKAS
PI5P4Ka inh: qHTS for Inhibitors of phosphatidylinositol 5-phosphate 4-kinase (PI5P4K). hit rate 1.2% among 330,000. Phosphatidylinositol 5-phosphate 4-kinase type-2 alpha (Homo sapiens), P48426. max response, %. PI5P4Kalpha enzyme, ADP-Glo luminescence, 60 min; stronger effect = lower value; active = max response of -50% or lower; inconclusive = between -30% and -50%; inactive = -30% or higher; note: value at the top dose of about 77 µM; % is set by controls: 0 for no effect and ±100 for the full control effect
Target sequence (P48426 whole entry, looked up): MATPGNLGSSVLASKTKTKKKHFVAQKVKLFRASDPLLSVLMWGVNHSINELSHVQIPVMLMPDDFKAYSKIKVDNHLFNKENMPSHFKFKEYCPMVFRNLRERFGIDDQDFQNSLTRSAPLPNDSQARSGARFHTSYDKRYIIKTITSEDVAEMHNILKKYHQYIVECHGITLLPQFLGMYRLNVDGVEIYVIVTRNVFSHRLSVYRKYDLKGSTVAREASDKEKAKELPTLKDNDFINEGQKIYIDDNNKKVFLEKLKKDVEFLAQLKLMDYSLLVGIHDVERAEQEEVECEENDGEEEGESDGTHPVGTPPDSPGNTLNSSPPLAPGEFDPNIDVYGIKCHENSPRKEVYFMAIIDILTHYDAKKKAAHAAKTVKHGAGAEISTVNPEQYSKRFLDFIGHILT
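PI5P4Kalpha ADP-Glo assay; 5 microM ATP final; 60 min RT reaction; HEPES pH 7.4/EGTA/CHAPS, 5% DMSO; controls lacking substrate or enzyme; luminescent end-point.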
IL2 activator: qHTS of IL-2 Activators | IL-2 activation reporter assay, cell-based qHTS; stimulated with anti-CD3/CD4/CD28 beads; in transgenic mouse T cells | hit rate 0.065% among 360,000 | activation, % (series mostly up to about 46 µM) | AID 652025, 2013; in the data active = activation above about 50%; inconclusive = mostly about 30% to 49%; note: 0% is about no effect
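First, unstimulated transgenic mouse T cells were exposed to compound for 60 min. Next, anti-CD3/anti-CD4-coated beads with anti-CD28 were added. Finally, after 18 h at 37 degrees C, EGFP and DsRed were imaged.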
WRN helicase inh: qHTS for Inhibitors of WRN Helicase | Bifunctional 3'-5' exonuclease/ATP-dependent helicase WRN (Homo sapiens), Q14191 | WRN helicase unwinding, fluorescent forked duplex, kinetic | Potency, µM (series often up to 114 µM), without a hit: top-dose activity change, negative = inhibition, actives largely listed as inhibitors | hit rate 0.46% among 360,000; note: potency is the fitted concentration of half-maximal effect; % is set by controls: 0 for no effect and ±100 for the full control effect; nearly all actives have a fitted effect of over 55% in size
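Enzyme (20 nM final) and test compound sit together 15 min at room temperature before substrate addition. Substrate is a single-forked duplex oligonucleotide (100 nM) labelled with fluorophore and quencher, with 2 mM ATP; helicase unwinding raises red fluorescence, read kinetically.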
FUS suppressor: qHTS for Suppressors of FUS Proteinopathy: Primary screen using FUS-linked yeast assay | S. cerevisiae FUS-expressing, growth rescue, OD600, 24 h | Potency, µM (top dose mostly 76.6 µM), for inactives: at the highest dose growth rescue (activation), usual class: activators | hit rate 0.24% among 390,000 | AID 1347120, 2019;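 note: potency is the fitted concentration of half-maximal effect; plate controls were DMSO vehicle for no effect and reference control for full effect; nearly all actives have a fitted effect of over 55% in size; some results filed as inactive show a strong effect at the top dose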
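Yeast FUS proteinopathy model; galactose-induced FUS (2%), starting OD 0.005. Cpds in dilution series, 24hr, 30C, 99% humidity. Abs 600 nm growth. Pos ctrl CP55940 (top 92uM final); neg ctrl DMSO.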
EPAC1 agonist: qHTS for Agonist of cAMP-regulated guanine nucleotide exchange factor 3 (EPAC1): primary screen | Rap guanine nucleotide exchange factor 3 (Homo sapiens), O95398 | EPAC1 agonist qHTS, biochemical assay; response scale: 100% = response to 6.5 mM cAMP | Potency, µM (titrated, usually from 154 µM), for the others: at the top dose activation, most hits filed as activators | hit rate 0.073% among 360,000 | AID 720707, 2013; note: potency is the fitted concentration of half-maximal effect; nearly all actives have a fitted effect of over 60% in size
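Multi-concentration qHTS readout: loss of Rap1B-bound BODIPY-GDP fluorescence driven by 100 nM EPAC1 with excess GDP (50 uM), monitored kinetically at room temperature; agonist response expressed relative to 6.5 mM cAMP.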
Active calls of the source: *; u = inconclusive; x = no result given; [ ] = dose if it differs, or a comment. Unless noted, calls come from the whole dose curve; as a rule, active = well fitted curve in the direction sought with a large enough effect; inconclusive = small, poorly fitted or top-dose-only effect, or another doubt; inactive = no such curve, though single readings can be large; an effect the other way counts as inactive or inconclusive.

SMILES	Abeta rescue	EPAC1 antagonist	PLK1 PBD inh	PI5P4Ka inh	IL2 activator	WRN helicase inh	FUS suppressor	EPAC1 agonist
CCCn1c(N)c(C(c2ccc(C(=O)OC)cc2)N2CCN(c3ccccc3)CC2)c(=O)[nH]c1=O (stereo not drawn)	5%	-3%	-1%	x	-1.5	3%	23%	4%
O=C1NC(c2ccccc2)=C(c2nc3ccccc3s2)C(c2ccc(O)cc2)N1 (stereo not drawn)	-1%	5%	4%	x	-2.4	-17%	35µM*	23%
O=C(O)c1ccc2c(c1)C(=O)N(c1ccc(OCc3ccccc3)cc1)C2=O	-4%	10%	-12%	2	3.7	-2%	-8%	9%
O=C(O)c1ccc(CSc2nc3ccccc3o2)cc1	1%	14%	-9%	-1	0.3	6%	-12%	-8%
C1=C(c2ccccc2)N2CCN=C2S1	15%	0%	-5%	x	1.0	-13%	25%	8%
COc1ccccc1C(=O)NCc1ccc(-c2nc3ccccc3s2)cc1	3%	2%	0%	-6	-2.8	-11%	x	-2%
CCn1ccnc1CN(C)Cc1nc(-c2ccc(C(=O)OC)cc2)no1	10%	-14%	-17%	0	0.3	6%	-22%	-1%
COc1ccccc1NC(=O)C(C)NS(=O)(=O)c1ccc(F)cc1 (stereo not drawn)	8%[9.22 µM]	-9%	-5%	-6	-3.3	-5%	-45%	0%
CCOC(=O)c1sc(Nc2nc3ccc(OC)cc3s2)cc1C	4%	-29%	-9%	0	-3.6	-6%	22%	2%
CC(NS(=O)(=O)CCNC(=O)c1ccccc1)c1ccccc1 (stereo not drawn)	-3%	12%	-5%	-3	-0.6	-9%	0%	4%
NC(=O)c1cccnc1Nc1ccccc1F	-2%	u	-10%	5	1.0	-3%	8%	-2%
Cc1ccccc1OCc1nnc(SCC(=O)Nc2ccc3nc(SCC(=O)Nc4ccccc4)sc3c2)n1C	6%	-25%	-5%	-8	-5.7	-13%	x	-17%
CC(/C=C/C=C/c1ccccc1)=N/NC(=O)CNc1ccc(C)cc1	-16%	-24%	-7%	x	1.5	-34%	u	10%
COc1ccc(C2=NN(CC(=O)Nc3cc(C)ccc3C)C(=O)CC2)cc1	-9%	-5%	6%	1	-1.7	-5%	-8%	-7%
Cc1cc(C(F)(F)F)nc(SCC(=O)c2cccc([N+](=O)[O-])c2)n1	14%	-16%	-17%	x	0.4	0%	19%	12%

A stretch from the list above, as a working copy:
SMILES	Abeta rescue	EPAC1 antagonist	PLK1 PBD inh	PI5P4Ka inh	IL2 activator	WRN helicase inh	FUS suppressor	EPAC1 agonist
C1=C(c2ccccc2)N2CCN=C2S1	15%	0%	-5%	x	1.0	-13%	25%	8%
COc1ccccc1C(=O)NCc1ccc(-c2nc3ccccc3s2)cc1	3%	2%	0%	-6	-2.8	-11%	x	-2%
CCn1ccnc1CN(C)Cc1nc(-c2ccc(C(=O)OC)cc2)no1	10%	-14%	-17%	0	0.3	6%	-22%	-1%
COc1ccccc1NC(=O)C(C)NS(=O)(=O)c1ccc(F)cc1 (stereo not drawn)	8%[9.22 µM]	-9%	-5%	-6	-3.3	-5%	-45%	0%
CCOC(=O)c1sc(Nc2nc3ccc(OC)cc3s2)cc1C	4%	-29%	-9%	0	-3.6	-6%	22%	2%
CC(NS(=O)(=O)CCNC(=O)c1ccccc1)c1ccccc1 (stereo not drawn)	-3%	12%	-5%	-3	-0.6	-9%	0%	4%
NC(=O)c1cccnc1Nc1ccccc1F	-2%	u	-10%	5	1.0	-3%	8%	-2%
Cc1ccccc1OCc1nnc(SCC(=O)Nc2ccc3nc(SCC(=O)Nc4ccccc4)sc3c2)n1C	6%	-25%	-5%	-8	-5.7	-13%	x	-17%
CC(/C=C/C=C/c1ccccc1)=N/NC(=O)CNc1ccc(C)cc1	-16%	-24%	-7%	x	1.5	-34%	u	10%
COc1ccc(C2=NN(CC(=O)Nc3cc(C)ccc3C)C(=O)CC2)cc1	-9%	-5%	6%	1	-1.7	-5%	-8%	-7%
Cc1cc(C(F)(F)F)nc(SCC(=O)c2cccc([N+](=O)[O-])c2)n1	14%	-16%	-17%	x	0.4	0%	19%	12%

(list continues)
SMILES	Abeta rescue	EPAC1 antagonist	PLK1 PBD inh	PI5P4Ka inh	IL2 activator	WRN helicase inh	FUS suppressor	EPAC1 agonist
Cc1ccc(CN2C(=O)CCC2C(=O)NCC2CCCO2)cc1 (stereo not drawn)	10%	14%	-4%	3	-0.6	2%	2%	-5%
CSc1ncc(CO)n1Cc1ccccc1	-10%	-20%	-2%	1	3.5	3%	-10%	3%
CC(C)C1N=C(c2ccc3c(c2)OCO3)CC(c2ccccc2O)N1 (stereo not drawn)	6%	-25%	-25%	7	-1.8	-35%	20%	4%
O=c1c(Cc2ccc(Cl)cc2)c(O)ccn1Cc1cccc(Cl)c1	6%[9.22 µM]	-7%	-10%	1	-5.4	-29%	-51%	-5%
CN1CCC(NC(=O)Nc2ccc(Br)cc2)CC1	10%	8%	4%	5	1.3	2%	-28%	1%
Cc1cc(C)c(NN=c2c(=O)c3ccccc3c2=O)c(C)c1	8%	-13%	-8%	12	1.4	-3%	x	7%
CC(C)(C)n1[nH]c2c3c(ccc2c1=O)C(=O)c1ccccc1C3=O	-13%	0%	-8%	-4	1.1	-12%	3%	-6%
CC(=O)Nc1ccc(CC#N)cc1	14%	7%	-13%	-2	0.4	6%	-5%	6%
Cn1c(=O)[nH]c(=O)c2c1nc(N1CCOCC1)n2CC(O)COc1ccccc1 (stereo not drawn)	8%	9%	1%	3	-0.6	-12%	x	-1%
CC1(C(=O)Nc2cnc3ccccc3c2)CCN1C(=O)C/C=C/c1ccccc1 (stereo not drawn)	3%	3%	0%	0	0.1	-4%	31%	-3%
CCN(CC(=O)Nc1c(F)cccc1F)C(=O)c1ccc(-n2cncn2)c([N+](=O)[O-])c1	5%	-4%	-2%	0	-0.1	-9%	-7%	5%
N/C(=N\c1nc2c(c(=O)[nH]1)CCC2)Nc1cccc2ccccc12	-2%	-9%	-8%	x	-1.6	-1%	19%	-10%
Cc1ccccc1Nc1nccc(N(C)C)c1C#N	8%	4%	4%	0	-0.1	-1%	-4%	4%
Cc1ccc(/C(O)=C2\C(=O)C(=O)N(c3cc(C)on3)C2c2cccc(Cl)c2)cc1 (stereo not drawn)	-31%[inhibitor]	4%	-13%	1	2.8	1%	-1%	-6%
CC(C)N1CCc2c(sc(NC(=O)CCS(=O)(=O)c3ccccc3)c2C(N)=O)C1	-3%	11%	-10%	2	-5.3	4%	3%	2%
O=C(O)CCCNc1ccc([N+](=O)[O-])c(NCCCC(=O)O)n1	-16%	-4%	-6%	1	0.3	6%	5%	-1%
O=S(=O)(NCC1CC1)c1cc(Cl)cc(Cl)c1	21%	-2%	2%	5	0.2	3%	-8%	10%
CCc1sc(N(C(=O)Cc2ccccc2)c2ccccc2F)nc1-c1ccc(C)cc1	-4%	-16%	5%	0	-0.5	2%	-43%	2%
O=C(Oc1cc(=O)n2ccccc2n1)c1ccccc1	-2%	-13%	13µM*	-4	2.8	41%[activator]	-3%	-3%
Fc1ccc(CNC(=S)NC2CCCCC2)cc1	u	-15%	u	-4	0.2	3%	13%	-3%
CC(Sc1nnc(C2CC2)n1C)C(=O)Nc1ccc(N2CCOCC2)cc1 (stereo not drawn)	0%	17%	-8%	-5	0.5	-8%	15%	-33%[inhibitor]
CC(C)CC1NC(=O)c2cc3ccccc3cc2-n2c1nc1ccc(Cl)cc1c2=O (stereo not drawn)	5%	-6%	-5%	2	-0.9	3%	-16%	-6%
CC(=O)Nc1ccc(S(=O)(=O)NCc2nc(-c3cccc(C)c3)no2)cc1	-7%	-37%	-1%	-18	-3.6	21%	17%	-5%
COc1ccccc1N1CCN(C2CCN(C(=O)c3cccs3)CC2)CC1	6%	-3%	0%	-9	0.7	12%[57.1 µM]	9%	1%
COc1c([N+](=O)[O-])c(=O)n(-c2ccccc2)c2ccccc12	-7%	-8%	-6%	1	-7.3	-10%	x	1%
CC(C)c1ccc(NC(=O)NCc2cccnc2)cc1	6%	1%	8%	0	-0.3	6%	12%	-10%
Cc1ccc2nc(SCC(=O)NCc3ccco3)c(C#N)cc2c1	0%	16%	-19%	-7	2.6	-13%	45%	8%
Cc1cccc(NC(=S)N2CCC(N(C)CC3CCCO3)CC2)c1C (stereo not drawn)	-4%	-15%	-8%	x	-0.2	-1%	u	10%
Cc1ncc(C23CC4CC(CC(C4)C2)C3)[nH]1	-4%	-23%	3%	0	-0.8	0%	-22%	-11%
COc1ccc(C(C(=O)NC2CCCCC2)N(C(=O)c2sc(C)nc2C)c2ccccc2C)cc1 (stereo not drawn)	2%	-6%	-3%	x	-0.9	-7%	u	11%
O=S(=O)(Nc1cc(S(=O)(=O)N2CCOCC2)ccc1NCC1CCCO1)c1ccc(F)cc1 (stereo not drawn)	-4%	-11%	1%	0	-5.5	6%	x	7%
COc1ccccc1S(=O)(=O)Cc1ccc(C(=O)N2CCN(c3ccccc3)CC2)o1	-17%	4%	-9%	-3	-0.3	-4%	u	6%
Cc1onc(-c2ccccc2)c1C(=O)OCC(=O)c1ccccc1	-2%[9.22 µM]	-23%	-3%	11	-2.3	-25%	-21%	4%
CC(NC(=O)C(C)(C)C)C(c1cccs1)N1CCN(Cc2ccccc2)CC1 (stereo not drawn)	-2%	u	-11%	-1	-0.4	-12%	-21%	-6%
O=C(NCCCN1CCOCC1)C1(c2ccccc2)CCCC1	8%	7%	0%	-5	0.5	2%	1%	-3%
O=C(CSc1nnnn1-c1cccc2ccccc12)NC(C(=O)O)(c1ccccc1)c1ccccc1	20%	-10%	-9%	11	-0.1	-10%	-1%	6%
